Bioassay records as filed in PubChem.
Luciferase inh: inhibitors of firefly (Photinus pyralis) luciferase; P08659; purified P. pyralis luciferase, luminescence, biochemical; Potency, µM (titrated, usually from 115 µM), without a hit: top-dose activity change, negative = inhibition, usual class: inhibitors; actives 2.5% (n = 76,000); AID 1347043; note: potency is the fitted concentration of half-maximal effect; nearly all actives have a fitted effect of over 65% in size
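Purified 10nM P. pyralis luciferase with 10uM D-luciferin and 10uM ATP in 50mM Tris acetate pH 7.5, 10mM Mg acetate, 0.01% Tween-20, 0.05% BSA. qHTS titration; luminescence read by CCD imager.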
IP6K1 inh: IP6K1 kinase inhibition. Q92551. actives 0.81% (n = 140,000). IP6K1 kinase, ADP-Glo luminescence, 2 h; hits give low values. AID 1645851. activity change, % (series mostly up to about 58 µM); in the data active = activity change below about -25%
Target sequence (Q92551 whole entry, looked up): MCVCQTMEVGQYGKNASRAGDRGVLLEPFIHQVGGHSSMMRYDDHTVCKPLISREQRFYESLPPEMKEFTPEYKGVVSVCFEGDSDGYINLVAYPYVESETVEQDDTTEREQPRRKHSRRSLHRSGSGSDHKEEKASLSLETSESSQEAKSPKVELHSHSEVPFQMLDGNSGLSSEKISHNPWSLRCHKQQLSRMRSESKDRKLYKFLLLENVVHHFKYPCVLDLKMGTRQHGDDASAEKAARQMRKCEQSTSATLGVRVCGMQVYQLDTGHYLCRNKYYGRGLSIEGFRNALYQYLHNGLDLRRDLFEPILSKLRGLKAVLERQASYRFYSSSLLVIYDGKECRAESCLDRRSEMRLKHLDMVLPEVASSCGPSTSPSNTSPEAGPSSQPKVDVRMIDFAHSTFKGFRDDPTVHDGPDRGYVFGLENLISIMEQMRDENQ
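ADP-Glo luminescence measures ADP made by human IP6K1 during a 2 h RT reaction with ATP/IP6 (mix at 1.3 mM/130 uM); top library doses 57.5 and 19.1 uM final.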
HEK293 tox: HEK 293 cell cytotoxicity; HEK 293 viability, ATP luminescence (CellTiter-Glo), 48-72 h; Potency, µM (doses to about 115 µM), inactives show at the top dose activity change, negative = cytotoxicity, actives largely listed as inhibitors; actives 6.6% (n = 94,000); AID 1345083; note: potency is the fitted concentration of half-maximal effect; nearly all actives have a fitted effect of over 60% in size
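Viability of HEK 293 cells, plated at 250 cells/well, was judged by cellular ATP after compound treatment for 48 or 72 hr. Luminescence was imaged 10 min after CellTiter-Glo addition at room temperature.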
SNCA expr inh: inhibitors of alpha-synuclein (SNCA) gene expression; HEK-293 SNCA-luciferase knock-in, luminescence, 24 h; Potency, µM (highest dose often 57.2 µM), for inactives: at the top dose activity change, negative = inhibition, actives largely listed as inhibitors; actives 0.17% (n = 140,000); AID 1671194;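 note: potency is the fitted concentration of half-maximal effect; plate controls were DMSO cells for no effect and cell-free wells for full effect; nearly all actives have a fitted effect of over 45% in size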
GPT2 inhibitor: GPT2 alanine aminotransferase inhibition. Q8TD30. Recombinant GPT2, coupled pyruvate oxidase/HRP Amplex Red fluorescence. Potency, µM (titrated, usually from 57.7 µM), without a hit: at the top dose activity change, negative = inhibition, actives largely listed as inhibitors. actives 0.25% (n = 100,000); note: potency is the fitted concentration of half-maximal effect; nearly all actives have a fitted effect of over 60% in size; many of its hits are not listed in these tables
Target sequence (Q8TD30 whole entry, looked up): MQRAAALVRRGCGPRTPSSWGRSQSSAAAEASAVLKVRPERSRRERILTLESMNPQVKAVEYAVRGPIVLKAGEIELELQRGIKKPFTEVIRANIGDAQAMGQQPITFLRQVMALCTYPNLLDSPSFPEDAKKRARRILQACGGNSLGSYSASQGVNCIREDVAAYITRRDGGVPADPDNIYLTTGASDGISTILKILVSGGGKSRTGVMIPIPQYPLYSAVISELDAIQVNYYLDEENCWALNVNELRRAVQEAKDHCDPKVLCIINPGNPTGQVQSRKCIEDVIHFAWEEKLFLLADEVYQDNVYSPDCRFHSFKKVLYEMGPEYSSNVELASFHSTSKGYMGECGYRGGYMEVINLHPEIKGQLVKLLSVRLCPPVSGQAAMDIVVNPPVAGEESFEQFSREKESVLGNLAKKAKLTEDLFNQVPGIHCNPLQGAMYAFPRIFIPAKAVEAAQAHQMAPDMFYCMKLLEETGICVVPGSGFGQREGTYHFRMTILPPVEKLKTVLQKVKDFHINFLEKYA
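Inhibition is scored from Amplex Red fluorescence generated when pyruvate oxidase and HRP act on pyruvate released by GPT2. Reactions contain 10ng/uL enzyme, 250uM a-KG and 2mM L-alanine and run 30 min at room temperature.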
HEK293 viab: reduces viability of HEK-293 SNCA reporter cells. AID 1671193. HEK-293-SNCA-luc viability, GF-AFC fluorescence, 24 h. Potency, µM (top dose mostly 57.1 µM), for inactives: at the top dose activity change, negative = cytotoxicity, hits mostly cytotoxic. actives 0.12% (n = 150,000);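 note: potency is the fitted concentration of half-maximal effect; 0% = DMSO-treated cells and -100% = medium-only wells without cells; nearly all actives have a fitted effect of over 30% in size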
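HEK-293-SNCA-luc cells (1500/well) plated 24 h, then exposed 24 h to a dilution series; GF-AFC added 30 min at 37C, fluorescence 405/540 nm; normalised to medium-only and DMSO wells, Hill fit.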
3T3 cytotox: cytotoxic compounds in NIH 3T3 cells | Potency, µM (series often up to 96.7 µM), for the others: at the highest dose activity change, negative = cytotoxicity, usual class: inhibitors | actives 4.3% (n = 94,000) | AID 1345082 | NIH 3T3 viability, CellTiter-Glo ATP luminescence, 48-72 h; note: potency is the fitted concentration of half-maximal effect; nearly all actives have a fitted effect of over 55% in size
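Luminescent ATP readout (CellTiter-Glo, 10 min RT) after 48 or 72 hr compound exposure of NIH 3T3 cells seeded at 400 cells/well in 1536-well format; quantitative HTS.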
* hit, by the source's call; i = inactive; ? = inconclusive; . = not tested or not shown; [ ] = another dose, or the depositor's remark. Unless noted, calls come from the whole dose curve; as a rule, active = well fitted curve in the direction sought with a large enough effect; inconclusive = small, poorly fitted or top-dose-only effect, or another doubt; inactive = no such curve, though single readings can be large; an effect the other way counts as inactive or inconclusive. Unless noted, % is set by controls: 0 for no effect and ±100 for the full control effect. Not all compounds are listed (hit frequency here may not be typical).

SMILES	Luciferase inh	IP6K1 inh	HEK293 tox	SNCA expr inh	GPT2 inhibitor	HEK293 viab	3T3 cytotox
Cc1ccncc1C(=O)N1CC(c2nnc(-c3ccncc3)o2)C2(CCOCC2)C1 (configuration not stated)	-1%	12	-9%	-3%	-6%	-1%	2%
COc1ccc(OC)c(NC(=O)N2C[C@@H](F)C[C@H]2C(=O)N2CCCCC2)c1	8%	-6	-11%	6%	2%	-4%	11µM*
COc1cccc([S+](=O)([O-])N2CCC3(C2)NC(=O)c2ccccc2O3)c1 (configuration not stated)	-2%	17	?	13%	i	5%	?
Cc1cc(C)n(Cc2ccc(C(=O)N3CC[C@H](CO)[C@H](O)C3)cc2)n1	5%	-4	3%	-11%	-5%	-3%	0%
Cc1ccccc1CNC(=O)C1(c2ccc(NS(C)(=O)=O)cc2)CCCCC1	0%	12	-29%	-6%	i	-4%	28µM*
COc1cccc(CCC(=O)N2C[C@@H]3CC[C@H](C2)N(CC2CCC2)C3=O)c1	-8%	-31*	?	14%	i[11.5 µM]	6%	-31%
O=C(CCc1ccccc1)C(=O)N1CCc2[nH]nc(-c3ccccc3F)c2C1	-5%	-3	?	-25%	-5%	-9%	-26%
COc1ccc(Nc2cc(C)nc(-n3nc(C)cc3C)n2)cc1Cl	.	23	.	-21%	.	-23%	.
CCOc1ccc(NC(=O)CN2CCSc3ccc(S(=O)(=O)N4CCCC4)cc32)cc1	.	13	.	1%	.	?	.
O=[N+]([O-])c1cc(-c2nc(-c3cccnc3)no2)ccc1NCc1ccccc1	.	-15	.	-23%	.	1%	.
COc1ccccc1CN(C)C1CCOc2ccccc21 (configuration not stated)	1%[172 µM]	3	?	15%[87.6 µM]	-7%[88.5 µM]	7%[87.6 µM]	-3%[138 µM]
CCn1nccc1C(=O)N1CC(c2nnc(C(C)C)o2)C2(CCOCC2)C1 (configuration not stated)	-2%	13	i	10%	-16%	2%	i
Cc1ccc(-c2nc(C)c(CCNC(=O)C(=O)Nc3ccc4c(c3)OCCO4)s2)cc1	.	-5	.	-1%	.	4%	.
Cc1noc(-c2ccc3c(c2)OCO3)c1C(=O)NCCCc1ccccc1	-2%	-2	?	-7%	i	-5%	?
CCOc1ccc(CNS(=O)(=O)c2ccc3c(c2)CCCN3C(C)=O)cc1	.	-8	.	5%	.	4%	.
COc1ccc(C(=O)N2CCC(C(=O)N3CCCCCCNC(=O)CC3)CC2)cc1	-4%	-5	i	-11%	-8%	-2%	-7%
COc1ccccc1NC(=O)CSC1=Nc2ccccc2C2=NC(CC(=O)NCc3ccc4c(c3)OCO4)C(=O)N12 (configuration not stated)	.	8	.	-3%	.	-9%	.
O=C(COc1ccccc1)N1CC[C@H]2CC(=O)N(c3ccccc3)CC[C@H]2C1	-1%[172 µM]	-11	-30%[172 µM]	-4%[87.6 µM]	-6%[88.5 µM]	1%[87.6 µM]	-5%[174 µM]
COc1ccc(OCc2ccc(-c3nc(C#N)c(N4CCC(C)CC4)o3)o2)cc1	.	-16	.	-5%	.	8%	.
O=C(Cc1ccsc1)NC1CCc2nnc(C3CC3)n2CC1 (configuration not stated)	-12%	-6	?	7%	i	-1%	-10%
COc1cc(/C=C/C(=O)NCCn2c(C(F)(F)F)cc3ccccc32)cc(OC)c1OC	.	-8	.	.	-7%	-7%	.
COc1ccc2c(c1)CCN=C2C[C@H]1CN(C(=O)N2CCOCC2)CC[C@H]1CC(=O)O	-6%[172 µM]	17	0%[172 µM]	2%[87.6 µM]	-14%[88.5 µM]	7%[87.6 µM]	i
Cc1ccc(Cn2c(SCc3ccc(C(=O)N4CCCCC4)cc3)nc3ccncc32)cc1	.	-7	.	15%	.	-7%	.
CC(C)NC(=O)N1CCC2(CC1)C(=O)NCN2C(=O)Cc1c[nH]c2ccccc12	.	-9	-8%	21%	-3%	-6%	0%
Cn1ncc2c(C(=O)NC3CCCCC3)cc(-c3ccc(F)cc3)nc21	.	-15	i	.	.	.	-10%[138 µM]
CCNC(=O)N1CCCC(Cc2noc(-c3ccccn3)n2)C1 (configuration not stated)	?	0	-16%	59%[activator]	?	15%	-26%
CCOc1ccc(N(CC)S(=O)(=O)c2cc(Br)cc3c2N(C(C)=O)C(C)C3)cc1 (configuration not stated)	.	-6	.	27%	.	10%	.
CN1CCC(CC(=O)N2CCC3(CC2)CC(CCOc2ccc(F)cc2)CCO3)CC1 (configuration not stated)	.	4	?	-4%	1%	-15%	?
Cc1ccc(N2CC(c3noc(-c4ccc5c(c4)OCO5)n3)CC2=O)cc1 (configuration not stated)	-18%	13	12%	18%	?	8%	0%
COCc1nnc(NC(=O)C2CC(=O)N(c3n[nH]c4ccccc34)C2)s1 (configuration not stated)	3%	-6	9%	-5%	3%	4%	-9%
O=C(O)C1CNCCN(C(=O)c2nc3ccc(F)cc3[nH]2)C1 (configuration not stated)	8%	-2	i	-4%	-5%	9%	0%
C[S+](=O)([O-])N1Cc2ccccc2CC2(CCCN2CC2CCOCC2)C1 (configuration not stated)	.	-8	-15%	-12%	-45%	10%	-9%
CS(=O)(=O)N1CCC(CC(=O)N2CCN(C3CCCC3)CC2)C1 (configuration not stated)	-4%	-2	-3%	-5%	i	0%[12.5 µM]	-5%
COc1ccc(CN2C[C@@H](F)[C@@H](OCc3nc4ccccc4n3C)C2)cn1	9%[172 µM]	3	-11%[172 µM]	-12%[87.6 µM]	1%[88.5 µM]	-11%[87.6 µM]	-8%[138 µM]
COc1cccc(N2CCN(Cc3cn(-c4ccccc4)nn3)CC2(C)C)c1	4%	-7	?	0%	-9%[11.5 µM]	6%	-27%
Cc1c(C(=O)NCc2cccc(Cl)c2)sc2nc3n(c(=O)c12)CCCC3	.	-6	.	83%[activator]	.	4%	.
CCn1ccc(C(=O)N2CCCCCCNC(=O)CC2)n1	-4%	11	-15%	-7%	i	-1%	-24%
COC(=O)c1ccc(OC)c(Cn2c(=O)n(-c3ccc(C)cc3)c(=O)c3c2cnn3C)c1	.	19	.	-25%	.	-9%	.
COc1ccccc1-n1cc(C(=O)N2CCCC2c2nonc2C)cn1 (configuration not stated)	0%	-10	-18%	2%	-5%	-1%	-31%
COc1ccc(CNC(=O)C[C@@H]2CCNC[C@@H]2Cc2cc(COc3ccccc3)on2)cc1OC	5%	0	?	-10%	-6%	5%	-1%
Cc1ccc(-c2nc(CSc3nncn4c3cc3occc34)c(C)o2)cc1	.	21	.	12%	.	-4%	.
C[C@]1(CO)[C@H]2Cc3sc(NC(=O)c4ccco4)nc3[C@@H](CC(=O)NC3CC3)[C@]2(C)CC[C@H]1O	2%	10	i	-5%	-6%	6%	i
O=S(=O)(NC[C@H]1COCc2nc3cc(F)ccc3n21)c1ccccc1	1%[172 µM]	-8	?	11%[87.6 µM]	-2%[88.5 µM]	-16%[87.6 µM]	?
COCc1nc(C2CC(N)C2)cc(N(C)Cc2nc3ccccc3c(=O)[nH]2)n1 (configuration not stated)	-1%	5	-10%	6%	-13%[11.5 µM]	14%	?
Cc1ccc(C(=O)c2sc(Nc3ccccc3)c(S(=O)(=O)c3ccccc3)c2N)c(C)c1	.	37	.	-27%	.	-9%	.
O=C(C1COc2ccccc2O1)N1CCc2c(nc3cc(-c4ccccc4)[nH]n3c2=O)C1 (configuration not stated)	-28%	17	-5%	0%	-6%	-7%	-15%
CC(C)COc1ccc(Nc2ncnc3ccc(Br)cc23)cc1	.	21	.	?	.	-14%	.
COc1ccccc1Cn1c(=O)c(C(=O)N2CCN(C(=O)c3ccccc3)CC2)nc2cccnc21	.	22	-25%	-5%	i	-6%	-25%

No new results follow: six of the compounds above.
SMILES	Luciferase inh	IP6K1 inh	HEK293 tox	SNCA expr inh	GPT2 inhibitor	HEK293 viab	3T3 cytotox
O=C(O)C1CNCCN(C(=O)c2nc3ccc(F)cc3[nH]2)C1 (configuration not stated)	8%	-2	i	-4%	-5%	9%	0%
C[S+](=O)([O-])N1Cc2ccccc2CC2(CCCN2CC2CCOCC2)C1 (configuration not stated)	.	-8	-15%	-12%	-45%	10%	-9%
CS(=O)(=O)N1CCC(CC(=O)N2CCN(C3CCCC3)CC2)C1 (configuration not stated)	-4%	-2	-3%	-5%	i	0%[12.5 µM]	-5%
COc1ccc(CN2C[C@@H](F)[C@@H](OCc3nc4ccccc4n3C)C2)cn1	9%[172 µM]	3	-11%[172 µM]	-12%[87.6 µM]	1%[88.5 µM]	-11%[87.6 µM]	-8%[138 µM]
COc1cccc(N2CCN(Cc3cn(-c4ccccc4)nn3)CC2(C)C)c1	4%	-7	?	0%	-9%[11.5 µM]	6%	-27%
Cc1c(C(=O)NCc2cccc(Cl)c2)sc2nc3n(c(=O)c12)CCCC3	.	-6	.	83%[activator]	.	4%	.

Complete entries, looked up by structure:
Results for `Cc1ccc(-c2nc(CSc3nncn4c3cc3occc34)c(C)o2)cc1` → Luciferase inh = .; IP6K1 inh = 21; HEK293 tox = .; SNCA expr inh = 12%; GPT2 inhibitor = .; HEK293 viab = -4%; 3T3 cytotox = .
Results for `COCc1nc(C2CC(N)C2)cc(N(C)Cc2nc3ccccc3c(=O)[nH]2)n1` (configuration not stated) → Luciferase inh = -1%; IP6K1 inh = 5; HEK293 tox = -10%; SNCA expr inh = 6%; GPT2 inhibitor = -13%[11.5 µM]; HEK293 viab = 14%; 3T3 cytotox = ?
